Assay outcomes: PubChem, Broad Institute
ERp5 inh – inhibitors of human ERp5; actives 0.05% (n = 350,000); inhibition, % at 9.99 µM; ERp5 insulin aggregation, absorbance 650 nm, 90 min; Q15084;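 active means mean replicate inhibition above about 25%, with every replicate also reaching it, limit read from the data, passing the limit was not always enough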
miR122 inh – miR-122 inhibition in Huh7 cells; Huh7 miR-122 Renilla luciferase sensor, 48 h; neutral wells = 0, positive control = 100; activation (reporter increase), % at 12.5 µM; actives 0.3% (n = 340,000); AID 602342;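 active means mean replicate activation score at least 90 and every replicate individually at or above 90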;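 further: higher luciferase means less miR-122 activity so hits act as miR-122 inhibitors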
CASP6 VEID inh – caspase-6 (human) enzyme inhibition; actives 0.53% (n = 350,000); P55212; inhibition, % at 12.5 µM; purified caspase-6, Z-VEID-R110 cleavage fluorescence;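 active means mean inhibition across replicates at least about 35%, with every replicate also reaching that limit, limit read from the data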;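 further: 0% = median of neutral control wells and 100% = no fluorescence left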
Target sequence (P55212 24-179 limits assumed): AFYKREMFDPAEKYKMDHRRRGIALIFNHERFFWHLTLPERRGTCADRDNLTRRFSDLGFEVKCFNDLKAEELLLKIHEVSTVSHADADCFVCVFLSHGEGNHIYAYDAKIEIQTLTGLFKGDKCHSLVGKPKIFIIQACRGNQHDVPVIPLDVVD
Target sequence (P55212 194-293 limits assumed): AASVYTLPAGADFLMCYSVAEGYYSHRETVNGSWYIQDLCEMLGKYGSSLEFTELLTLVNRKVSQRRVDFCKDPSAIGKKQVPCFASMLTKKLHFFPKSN
ERAP1 HTS inh – inhibitors of human ERAP1 aminopeptidase. recombinant ERAP1, Leu-AMC fluorescence, 60 min. inhibition, % at 10.7 µM. actives 0.15% (n = 340,000). AID 652197;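 active means mean replicate inhibition of at least 30%, or all replicates individually reaching that 30% level; inactive means mean below 30% and not every replicate reaching it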;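 further: 0% = neutral control wells and 100% = L-leucinethiol positive control wells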
SIRT5 inh – inhibitors of human sirtuin-5 desuccinylase; Q9NXA8; Purified SirT5, succinyl-peptide AMC, trypsin-coupled fluorescence; inhibition, % at 15 µM; actives 1.1% (n = 330,000); in the data active means inhibition above about 15%
Target sequence (Q9NXA8 whole entry, looked up): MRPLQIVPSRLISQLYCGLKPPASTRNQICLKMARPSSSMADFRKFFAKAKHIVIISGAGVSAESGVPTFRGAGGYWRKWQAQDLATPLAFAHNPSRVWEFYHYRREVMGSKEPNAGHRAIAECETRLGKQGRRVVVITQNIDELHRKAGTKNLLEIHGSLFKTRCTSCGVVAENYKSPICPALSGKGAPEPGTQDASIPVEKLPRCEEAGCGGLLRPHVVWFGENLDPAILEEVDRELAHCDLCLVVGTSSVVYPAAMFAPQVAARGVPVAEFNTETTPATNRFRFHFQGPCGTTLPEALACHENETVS
CFTR F508del cor – correctors of CFTR F508del function in bronchial epithelial cells | CFBE cells, YFP halide quenching; stimulated with forskolin plus potentiator P3; % fluorescence drop versus neutral controls | activity (quench increase), % at 7.58 µM | actives 0.36% (n = 350,000) | AID 720511;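 active means mean added fluorescence quench of at least 8% versus neutral control, with both replicates also reaching 8%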;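 further: cells transiently co-express mutant CFTR-F508del with the halide-sensitive YFP; corrector assay measuring rescue of mutant channel to the surface after 24 h compound exposure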
DENV2 CPE – protects cells from dengue virus 2 cytopathic effect. actives 1.7% (n = 350,000). DENV2-infected cells, cytopathic effect rescue, plate reader. CPE inhibition, % at 9.99 µM; in the data active means CPE inhibition above about 20%, passing the limit was not always enough; tested in BHK-21 cells;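 further: 0% = median of neutral control wells and 100% = median of positive control wells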
* hit, by the source's call; . = no result given; & = joins results of further samples; [ ] = dose if it differs, or a comment.

Each structure is followed by: ERp5 inh, miR122 inh, CASP6 VEID inh, ERAP1 HTS inh, SIRT5 inh, CFTR F508del cor, DENV2 CPE
CN1CCN(C(=O)C[C@H]2CC[C@H]3[C@@H](COC[C@@H](O)CN3Cc3ccc4c(c3)OCO4)O2)CC1
    14, 13[16.7 µM], 1, 3, -11, -2.5, -5
CC(=O)Nc1ccc(S(=O)(=O)Nn2cnnc2)cc1
    0, -4, -2, 1, -2, -4.7, -5
CC(C)(C)c1ccc(C(=O)NCC(=O)OCC(=O)Nc2ccc3c(c2)OCCO3)cc1
    10, ., 2, 5, -3, ., -4
O=C(COC(=O)Cn1cnc2ccccc2c1=O)Nc1ccccc1OC(F)F
    4, -7, 2, 5, -2, 0.0, 19
C[C@H]1CN([C@@H](C)CO)S(=O)(=O)c2ccc(C#Cc3cccnc3)cc2O[C@@H]1CN(C)C(=O)C1CC1
    1, 12[16.7 µM], 2, 6, 11, 1.9, -5
CC1=C(C(=O)Nc2ccccc2)C(c2coc3ccccc3c2=O)C2=C(CCCC2=O)N1 (stereo not given)
    6, ., -2, 3, 0, -0.1, 4
COc1ccccc1CNC(=O)C[C@H]1C[C@@H]2c3cc(N(C)C)ccc3O[C@@H]2[C@@H](CO)O1
    6, 4[16.7 µM], 6, 1, 2, 0.7, 7
C[C@@H]1CN([C@@H](C)CO)C(=O)c2cc(NS(C)(=O)=O)ccc2O[C@@H](C)CCCCO[C@H]1CN(C)S(=O)(=O)c1ccc(Cl)cc1
    -1, 3[16.7 µM], -1, 1, -6, 0.5, 2
COc1cc(CCCN2CCNC[C@@H]2c2ccccc2)cc(OC)c1OC
    -7, -1, -4, ., ., -1.0, 70*
COc1cccc(CNC(=O)C[C@H]2CC[C@H]3[C@H](COc4ccc(NC(=O)c5cccs5)cc4C(=O)N3C)O2)c1
    3, 3[16.7 µM], -3, -1, -1, -1.9, 2
CCOc1ccc(N2C(=O)C3Sc4[nH]c(=O)sc4C(/C=C/c4ccccc4)C3C2=O)cc1 (stereo not given)
    7, -2, 7, -4, 0, ., -5
CN(CCc1ccccc1)C(=O)c1ccc(NC(=O)Cc2ccc(NC(=O)C3CCN(C(=O)CCc4ccccc4)CC3)cc2)cc1
    2, ., -1, ., 1, 0.1, -5
O=C(c1cc(-c2ccccc2Cl)nc2ccccc12)N1CCN(c2ccccn2)CC1
    -11, -6, 4, 3, 7, ., .
Cc1ccc(S(=O)(=O)N(C)C[C@@H]2Oc3ccc(NC(=O)CCC(F)(F)F)cc3CC(=O)N([C@@H](C)CO)C[C@H]2C)cc1
    -2, -7[16.7 µM], -2, -1, 4, -3.7, 8
CC(=O)N1[C@@H](CO)[C@H](c2ccccc2)C12CN(C(=O)c1ccccc1)C2
    -2, ., -1, 2, -3, 2.6, 3
COC(=O)C[C@H]1C[C@H]2c3cc(NC(=O)C4CCOCC4)ccc3O[C@H]2[C@H](CO)O1
    5&1, -3, 3&2, -4&-2, -2&0, -1.7&-0.4, 46*
COc1ccc(/C=C/C(=O)c2cc(Cl)ccc2O)c(OC)c1
    0, ., -1, 0, -5, 2.3, -2
O=C(CSc1nnc(Nc2ccccc2F)s1)NC1CCS(=O)(=O)C1 (stereo not given)
    -3, -4, -2, 0, -2, -1.8, -4
Cc1cc(Br)ccc1SCC(=O)OCC(=O)NCc1ccc2c(c1)OCO2
    2, -1, 7, 0, 0, -2.5, -12
CCCNC(=O)N(C)C[C@@H]1Oc2cc(C#CCOC)ccc2S(=O)(=O)N([C@H](C)CO)C[C@@H]1C
    -5, 1[16.7 µM], -1, 1, 1, 2.2, -11
COc1ccc(C2=Nn3c(nnc3-c3ccccc3F)SC2)cc1OCC1CC1
    9, -14, 1, -3, 4, 1.4, 3
CCN(CC)C(=O)CN1C(=O)c2cccc3cccc1c23
    1, -7, 2, 0, 2, 0.3, 3
Cc1ccc([C@H]2C(C(=O)O)=CC[C@@H](c3ccc(C(C)C)cc3)N2S(=O)(=O)c2ccc(C)cc2)cc1
    -1, 10, 24, 1, 12, 0.2, 3
COc1ccc(OC)c(NC(=O)CC2SC(=NCc3ccccc3)NC2=O)c1 (stereo not given)
    -4, ., 1, 6, -1, 0.5, -8
CC(=O)N1CCCC(C)(C(=O)N(C)Cc2cccc3ccccc23)C1 (stereo not given)
    9, 2, -3, -3, ., -7.4, -2
CN(C(=O)c1ccc(NC(=O)Cc2cccc(NC(=O)C3CCN(C(=O)C4CCCCC4)CC3)c2)cc1)C1CC1
    -1, 2, -2, ., ., -1.3, 0
CC1(C(=O)NS(=O)(=O)c2cccc(F)c2)CCN1C(=O)c1ccccc1 (stereo not given)
    2, -4, -3, -1, -2, 4.0, 9
CC1CCc2[nH]c3ccc(C(=O)N4CCCC(C(F)(F)F)C4)cc3c2C1 (stereo not given)
    15, 4, 2, -1, 0, -7.0, 17
C[C@@H]1CN([C@@H](C)CO)S(=O)(=O)c2ccc(/C=C/c3ccccc3)cc2O[C@H]1CN(C)Cc1cccnc1
    -6, ., 1, -4, 6, -3.7, -2
O=C(/C=C/c1ccc2c(c1)OCO2)c1ccc(O)cc1O
    5, 13, 7, -1, -1, 0.4, 4
Cc1cc(OCC(=O)OCC(=O)N(C)C2CCS(=O)(=O)C2)ccc1Cl (stereo not given)
    -4, -10, 4, -1, -3, -0.7, 12
COc1ccc(C2Nc3ccccc3C(=O)N2Cc2ccccc2)cc1OC (stereo not given)
    -3, 2, -1, -4, 0, -34, 5
c1ccc(-c2cc3c(N4CCN(c5ccccc5)CC4)ncnc3s2)cc1
    -2, 1, -2, 14, -6, 1.0, -1
COc1ccccc1N1CCN(C(=O)c2cccc(S(=O)(=O)Nc3ccccc3F)c2)CC1
    1, 12, 0, 1, -4, 2.8, 7
CCN1CCN(C(=O)C2=CC(c3ccc(C)cc3)=NS(=O)(=O)N2C)CC1
    -4, -5, 2, 4, 0, -1.8, -6
COc1ccc(OC)c(S(=O)(=O)N2CCC(c3nc4ccccc4[nH]3)CC2)c1
    -10, ., 6, -4, 1, -0.1, -3
O=S(=O)(Cc1ccc(Cl)cc1)CC(O)COCc1ccccc1 (stereo not given)
    0, 0, 2, 14, 0, 2.4, 2
O=C(NCC[C@H]1CC[C@@H](NC(=O)C2CCC2)[C@H](CO)O1)c1cnccn1
    -2, ., -4, 5, 2, 3.0, -6
CCCN1CCN(CCCNC(=O)CCN2C(=O)COc3ccccc32)CC1
    1, -3, 0, -4, 14, -2.7, 4
CO[C@@H]1CN(C)C(=O)c2ccc(NC(C)=O)cc2OC[C@@H](C)N(CCc2ccccc2)C[C@H]1C
    0, -8[16.7 µM], ., 3, 6, -1.4, 4
Cc1cc(NC(=O)COc2coc(CN3CCN(c4ccc(F)cc4)CC3)cc2=O)no1
    -2, ., 5, 2, -9, -1.3, 0
CCOc1cccc(/C=N/Nc2nc(N3CCCC3)nc(N3CCCC3)n2)c1O
    -1, ., -3, -4, -1, 2.0, -1
COc1ccc(S(=O)(=O)N2CCOCC2)cc1NC(=O)c1ccc(SC)cc1OC
    -4, -9, 2, -3, 3, 1.5, 11
Cc1ccc(/C=N/NC(=O)c2nnn(-c3nonc3N)c2C(C)C)o1
    4, ., -2, 1, 9, 1.5, 5
O=C(NCCc1c[nH]c2ccccc12)c1ccccc1
    2, 4, -4, 2, -6, -1.4, -1

Six entries from above, sorted by the value under CFTR F508del cor, high to low:
Each structure is followed by: ERp5 inh, miR122 inh, CASP6 VEID inh, ERAP1 HTS inh, SIRT5 inh, CFTR F508del cor, DENV2 CPE
O=C(NCC[C@H]1CC[C@@H](NC(=O)C2CCC2)[C@H](CO)O1)c1cnccn1
    -2, ., -4, 5, 2, 3.0, -6
O=S(=O)(Cc1ccc(Cl)cc1)CC(O)COCc1ccccc1 (stereo not given)
    0, 0, 2, 14, 0, 2.4, 2
CCOc1cccc(/C=N/Nc2nc(N3CCCC3)nc(N3CCCC3)n2)c1O
    -1, ., -3, -4, -1, 2.0, -1
c1ccc(-c2cc3c(N4CCN(c5ccccc5)CC4)ncnc3s2)cc1
    -2, 1, -2, 14, -6, 1.0, -1
Cc1cc(OCC(=O)OCC(=O)N(C)C2CCS(=O)(=O)C2)ccc1Cl (stereo not given)
    -4, -10, 4, -1, -3, -0.7, 12
COc1ccc(C2Nc3ccccc3C(=O)N2Cc2ccccc2)cc1OC (stereo not given)
    -3, 2, -1, -4, 0, -34, 5

An excerpt from above in order of heavy-atom count, lowest first:
Each structure is followed by: ERp5 inh, miR122 inh, CASP6 VEID inh, ERAP1 HTS inh, SIRT5 inh, CFTR F508del cor, DENV2 CPE
O=C(NCCc1c[nH]c2ccccc12)c1ccccc1
    2, 4, -4, 2, -6, -1.4, -1
Cc1cc(OCC(=O)OCC(=O)N(C)C2CCS(=O)(=O)C2)ccc1Cl (stereo not given)
    -4, -10, 4, -1, -3, -0.7, 12
CCCN1CCN(CCCNC(=O)CCN2C(=O)COc3ccccc32)CC1
    1, -3, 0, -4, 14, -2.7, 4

Next section:
Each structure is followed by: ERp5 inh, miR122 inh, CASP6 VEID inh, ERAP1 HTS inh, SIRT5 inh, CFTR F508del cor, DENV2 CPE
CS(=O)(=O)N1CC2(C1)[C@H](c1ccccc1)[C@H](CO)N2C(=O)c1ccccc1
    0, ., 1, 2, 3, 4.8, 2
CC(Cl)C(=O)c1ccc2c(c1)CCN2C(=O)C1CC1 (stereo not given)
    -4, ., 1, 2, -2, 3.2, 13
C[C@@H]1CN([C@H](C)CO)C(=O)c2cc(C#C[C@@H](C)O)cnc2O[C@H]1CN(C)Cc1cncnc1
    13, 0[16.7 µM], 1, -2, 4, 3.7, 9
CN(C)c1ncnc2c1ncn2[C@H]1CN(Cc2ccc(F)cc2)C[C@@H](CO)O1
    -3, -9, 1, 6, ., -1.0, -9
COCCN1C(=O)COc2ccccc2C1C(=O)NC1CCCC1 (stereo not given)
    -3, ., -3, ., -1, -1.7, -6
Cc1cc(Cl)ccc1OCC(=O)OCC(=O)c1c(N)n(C)c(=O)n(C)c1=O
    -4, -4, 0, 0, -2, -3.9, 8
